Screening data as filed in PubChem BioAssay.
TcdB GH inh – TcdB glycohydrolase inhibitors, primary screen, biochemical, single point, plate reader | Toxin B (Clostridioides difficile), P18177 | TcdB glycohydrolase enzymatic assay | inhibition, % at 9.99 µM | actives 0.24% (n = 350,000) | AID 652162, 2013; in the data active means inhibition above about 10%
BoNT-A LC inh2 – BoNT/A light chain protease inhibitors, primary screen, biochemical, flow cytometry, MLPCN library; multiplex microsphere protease substrate cleavage; inhibition, % at 10 µM; actives 0.17% (n = 360,000); further: plate controls were buffer without enzyme for full effect and enzyme alone for no effect
Anthrax LF inh2 – Bacillus anthracis LF protease inhibitors, primary screen, biochemical, multiplex microsphere, MLPCN library; AID 588501, 2011; inhibition, % at 10 µM; multiplex microsphere protease cleavage assay; actives 0.12% (n = 360,000); further: plate controls were buffer without enzyme for full effect and enzyme alone for no effect
Target sequence (P15917 whole entry, looked up): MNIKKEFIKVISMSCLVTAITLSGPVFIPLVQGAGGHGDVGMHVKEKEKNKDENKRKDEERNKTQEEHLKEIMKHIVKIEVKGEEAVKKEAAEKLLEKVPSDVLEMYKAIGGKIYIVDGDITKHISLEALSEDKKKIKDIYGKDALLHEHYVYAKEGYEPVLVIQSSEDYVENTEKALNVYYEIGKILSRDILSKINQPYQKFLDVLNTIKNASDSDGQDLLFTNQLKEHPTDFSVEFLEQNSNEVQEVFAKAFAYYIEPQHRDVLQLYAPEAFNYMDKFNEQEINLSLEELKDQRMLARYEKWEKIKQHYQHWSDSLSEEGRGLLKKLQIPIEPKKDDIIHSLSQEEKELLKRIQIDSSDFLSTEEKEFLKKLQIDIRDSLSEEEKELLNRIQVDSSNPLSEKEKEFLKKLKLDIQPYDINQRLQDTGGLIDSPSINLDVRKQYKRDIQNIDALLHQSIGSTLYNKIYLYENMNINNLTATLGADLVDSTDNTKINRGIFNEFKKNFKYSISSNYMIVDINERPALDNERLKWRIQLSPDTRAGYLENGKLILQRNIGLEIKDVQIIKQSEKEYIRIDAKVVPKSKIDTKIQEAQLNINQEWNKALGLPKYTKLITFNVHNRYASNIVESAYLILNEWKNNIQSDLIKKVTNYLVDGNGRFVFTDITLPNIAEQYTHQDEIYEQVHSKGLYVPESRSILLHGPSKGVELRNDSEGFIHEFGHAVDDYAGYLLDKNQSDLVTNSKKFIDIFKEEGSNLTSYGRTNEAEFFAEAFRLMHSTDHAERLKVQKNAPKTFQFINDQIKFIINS
Vc quorum ag – inducers of Vibrio cholerae quorum light production without autoinducers, primary screen, BH1578 luxS cqsA deficient, single point; V. cholerae BH1578 lux reporter, luminescence, 6 h; activation, % at 18.7 µM; actives 0.16% (n = 350,000); in the data active means activation mostly above about 9.7%, no sharp cut-off; inconclusive means no clear call, values can overlap the other calls; inactive means mostly below about 3.7%; further: not every result past the cut was called active; inactives centre near 0; reference of the scale not given here
Y pestis TopoI – Yersinia pestis topoisomerase I inhibitors, primary screen, biochemical, cleavage product accumulation, plate reader, single point; DNA topoisomerase I (Yersinia pestis CO92); Y. pestis Topo-I cleavage product accumulation; activity, % at 10 µM; actives 0.064% (n = 360,000); in the data active means activity above about 50%, passing the limit was not always enough; inconclusive means no clear call, values can overlap the other calls; further: inactives centre near 2
SARS 3CLpro inh – SARS-CoV 3CLpro protease inhibitors, primary screen, biochemical, quenched FRET. Replicase polyprotein 1ab (Severe acute respiratory syndrome coronavirus), P0C6X7. recombinant SARS-CoV 3CLpro, quenched FRET peptide cleavage. inhibition, % at 6 µM. actives 0.14% (n = 290,000). AID 1706, 2009; in the data active means inhibition above about 12%
PfHsp40 rescue – rescue of yeast from PfHsp40 toxicity, primary screen, S. cerevisiae, ATP luminescence. S. cerevisiae expressing PfHsp40, growth rescue. growth rescue, % at 12.5 µM. actives 0.68% (n = 340,000). AID 504582, 2011; in the data active means growth rescue above about 28%, passing the limit was not always enough; inconclusive means no clear call, values can overlap the other calls;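 further: yeast W303a lacking pdr1 and pdr3 grown in galactose medium; growth measured after three days at 30 °C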
VHR inh abs – VHR1 phosphatase inhibitors, primary screen, biochemical, absorbance, uHTS | Dual specificity protein phosphatase 3 (Homo sapiens), P51452 | recombinant VHR phosphatase, pNPP absorbance | inhibition, % at 13.3 µM | actives 0.52% (n = 290,000) | AID 1654, 2009; in the data active means inhibition above about 50%; further: some compounds called inactive have numbers as strong as hits
Target sequence (P51452 whole entry, looked up): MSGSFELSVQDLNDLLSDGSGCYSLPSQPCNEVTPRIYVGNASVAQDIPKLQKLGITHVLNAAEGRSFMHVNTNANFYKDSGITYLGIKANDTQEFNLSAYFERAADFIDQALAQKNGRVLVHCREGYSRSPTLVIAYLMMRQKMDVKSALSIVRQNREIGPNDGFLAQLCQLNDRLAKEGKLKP
PriA SSB inh – inhibitors of Klebsiella pneumoniae PriA binding to SSB C-terminal tail, primary screen, biochemical, AlphaScreen | AlphaScreen SSBct-PriA binding, biotinylated peptide | actives 0.6% (n = 430,000) | inhibition, % at 33 µM; in the data active means inhibition mostly above about 37%, no sharp cut-off; inactive means mostly below about 20%;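 further: plate controls were negative control peptide for no effect and reference peptide for full effect; strong numbers were not always called active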
CCHF vOTU inh – CCHFV vOTU protease inhibitors, primary screen, biochemical, Pep-AMC substrate, fluorescence; actives 0.55% (n = 370,000); AID 651958, 2012; inhibition, % at 11.5 µM; in the data active means inhibition above about 30%; further: 0% = vehicle wells with enzyme and 100% = no enzyme wells
The depositor's hits bear a star; i = inactive; ? = inconclusive; . = no result given; & = joins results of further samples. Unless noted, no stated cut-off is given here; in the data, active means inhibition above about 30%; inconclusive means no clear call, values can overlap the other calls; inactive means below that.

smiles	TcdB GH inh	BoNT-A LC inh2	Anthrax LF inh2	Vc quorum ag	Y pestis TopoI	SARS 3CLpro inh	PfHsp40 rescue	VHR inh abs	PriA SSB inh	CCHF vOTU inh
CC(NC(=O)N1CCOCC1)c1ccccc1 (configuration not stated)	-1.5	-5.4	-27	i	-11	-4	1.9	19	-10	-16
O=C(OCC(=O)N1CCCC1)c1ccc(NS(=O)(=O)c2cccs2)cc1O	-0.3	0.1	-1	-0.3	-3	1	-0.5	30	-3	1
CCC(C)NC(=O)CCCc1ccccc1 (configuration not stated)	.	-0.3	-3	-0.7	-4	-4	-0.9	10	-9	7
COC(=O)c1ccc(Cl)c(NC(=O)CN2CCN(C)CC2)c1	.	?	-4	i	-7	2	-0.4	4	-3	2
Cc1cc(O)ccc1Nc1cc(-c2cccc(N(C)C)c2)ncn1	3.2	-0.2	2	i	5	.	.	.	.	7
COCCCN1C(=O)C(CC(=O)NCc2cccc3ccccc23)CC(C(=O)N2CCOCC2)=C1C (configuration not stated)	-1.1	0.4	-6	.	.	.	.	.	.	27
O=[N+]([O-])c1ccc(-c2ncc(-c3ccc(Br)cc3)o2)cc1	0.5	10	-3	i	-5	-3	0.5	6	-2	-5
CC(c1ccccc1)n1c(S(=O)(=O)O)nc2ccccc21 (configuration not stated)	2.8	-0.7	1	i	3	2	2.5	18	-14	6
Cc1cc(C([O-])=C(C(=S)Nc2ccccc2)[n+]2ccccc2)c(C)n1-c1ccccc1	0.0	3.2	6	.	10	.	-0.8	.	3	-2
COCC(=O)n1nc(-c2ccc(C)cc2)nc1NCc1ccc(F)cc1	2.1	-0.4	-5	i	-8	4	-0.9	22	-5	-6
COc1cc(CN2CCN(C(C)C)C(CCO)C2)ccc1OCc1ccccc1 (configuration not stated)	0.9	-0.2	-1	0.5	1	-1	-0.6	16	-9	30*
Cc1cccc(N=C2NC(=O)/C(=C/c3cccnc3)S2)c1	0.4	0.0	-12	-0.4	0	-1	0.2	29	-10	-3
Cc1ccc(NC(=O)CSc2nnc3ccccn23)cc1	0.3	-0.2	-2	i	3	-7	0.5	17	-7&-13	10
CCOc1ccc(C(=O)NC(=S)Nc2ccccn2)cc1[N+](=O)[O-]	.	-0.5	-1	-0.1	-1	5	0.0	-14	7	6
COCC(C)N=Cc1c(O)[nH]c2ccccc12 (configuration not stated)	.	0.2	2	-0.9	4	-3	-0.8	-10	-2	8
Cc1ccc(C(C#N)=Cc2ccc3c(c2)OCO3)cc1	0.7	-0.2	2	-0.7	0	.	.	.	.	-6
O=C(c1ccc(Cl)c(S(=O)(=O)N2CCOCC2)c1)N1CCCCC1	1.4	-0.7	-2	0.2	-1	1	1.1	30	5	1
COc1cc(N)c(Cl)cc1C(=O)OCC(=O)NC(=O)NCc1ccco1	-1.1	0.0	-6	i	1	.	-1.8	.	-10	-10
CC(=O)c1cccc(CN2CCC(n3nccc3NC(=O)CCc3ccccc3)CC2)c1	.	-0.4	4	-0.6	16	-2	0.0	26	-1	.
Cc1ccc(OCCC(=O)OCC(=O)N2c3ccccc3CC2C)cc1 (configuration not stated)	.	0.4	0	i	42	2	-0.3	-6	-27	-1
O=C1OCCN1C(=O)[C@H]1[C@H](c2ccccc2)C(c2cccc(Cl)c2)=NN1c1ccccc1	.	-0.1	-1	i	-13	.	-0.6	.	-42	.
CCN(CC)C(=O)CSc1nc2c(sc(=S)n2-c2ccccc2OC)c(=O)n1-c1ccccc1	2.7	-3.5	9	i	11	-4	1.1	35	-2	5
C#CCOCCOCCOCCNc1nc(N2CCN(C(=O)[C@H](C(C)C)n3cc(CCO)nn3)CC2)nc(N2CCN(C(=O)[C@H](C)n3cc(CCCN=C(N)N)nn3)CC2)n1	1.3	0.1	-1	i	-3	.	1.3	.	-4	8
O=C(/C=C/C(=O)N1CCc2ccccc2C1)N1CCc2ccccc2C1	-0.8	-7.3	-5	i	5	-2	0.7	0	-37	7
COc1ccccc1CNCC(=O)Nc1ccc(C#N)cc1	1.2	-1.4	10	i	3	3	0.2	-11	-4	-3
O=C1CC(C(=O)Nc2cccc(Cl)c2)n2ncnc2N1 (configuration not stated)	3.5	-0.3	0	i	-6	8	-0.1	18	3	-1
CCOc1ccc(NC(=O)CN(C)C(=O)C2COc3ccccc3O2)cc1OCC (configuration not stated)	0.1	-0.2	-6	i	12	.	-1.3	.	3	-21
CCC(=O)NC(C)c1cc(Cl)c2cccnc2c1O (configuration not stated)	-9.9	-0.4	5	-4.5	0	.	15	.	0	1
CCn1c(CCNC(=O)c2cccs2)nnc1SCC(=O)Nc1ccc(Cl)cc1	.	?	-4	-0.1	6	-2	-0.6	13	-10	-9
O=C(NCCc1nnc2ccc(NCC3CCCO3)nn12)c1ccccc1 (configuration not stated)	1.8	-0.5	-8	-0.2	0	5	-1.6	12	2	-8

(next part)
The line under a structure holds: TcdB GH inh, BoNT-A LC inh2, Anthrax LF inh2, Vc quorum ag, Y pestis TopoI, SARS 3CLpro inh, PfHsp40 rescue, VHR inh abs, PriA SSB inh, CCHF vOTU inh
CCOC(=O)c1ccc(N2C(=O)CC(C(=O)OC)=C2C)cc1
    ., -0.9, 0, -0.4, 3, 5, -0.6, -4, -2, 6
CC(C)c1cccc(C(C)C)c1NC(=S)Nc1cccc(Cl)c1
    -0.4, ?, -13, 0.0, -5, 4, 0.0, -15, 6, -2
O=C(Nc1cccc2ccccc12)C1CCN(C(=O)Cc2ccccc2)CC1
    ., -1.1, -8, i, -8, 3, -0.7, -14, -1, -3
CCC1=C(OC(=O)N(CC)CC)N2C(=O)OC(=NCCOC)[C@]2(Cc2ccccc2)[C@H]2C1=CC[C@H]1C(=O)N(C)C(=O)[C@H]12
    0.4, 0.6, 2, 0.7, 2, ., 0.0, 26, -23, -6
O=C(NCc1cccc(F)c1)Nc1nnc([C@H]2C[C@H](O)[C@@H](CO)O2)s1
    -1.3, -0.4, -4, -0.4, -8, ., ., ., ., 6
COc1ccc(CNC(=S)NCc2ccc(F)cc2)cc1
    -1.3, -0.8, -2, -0.4, 6, -4, -0.8, 18, -10, 4
CC(Oc1ccc(Br)cc1)C(=O)Nc1cc(S(=O)(=O)N2CCOCC2)ccc1N1CCCC1 (configuration not stated)
    1.7, ., ., -0.3, 35, ., -0.2, ., -20, 3
COc1ccc(OC)c(NC(=O)C2CCN(C(=O)c3cccs3)CC2)c1
    0.5, 0.3, -1, -0.3, -2, 0, -0.3, 14, 2, 7
CN(Cc1ccccc1)C(=O)CCS(=O)(=O)c1ccc2c(c1)NC(=O)CS2
    ., 2.0, -1, -0.4, 16, -1, -0.3, 2, 0, .
COc1cc(NS(=O)(=O)c2ccc(NC(=S)NC(=O)c3ccc(F)cc3)cc2)nc(OC)n1
    -0.6, -6.2, -8, -0.6, 0, 12*, -0.9, 12, -2, 6
COc1cccc(CNS(=O)(=O)c2ccc(S(=O)(=O)N3CCCC3)cc2)c1
    -0.4, -1.9, -1, -0.3, 7, -3, 0.9, 17, 0, -1
CC(Sc1nnc(CNC(=O)c2ccco2)n1C)C(=O)Nc1nccs1 (configuration not stated)
    -0.4, -1.6, 0, -0.4, 14, -3, -1.3, 28, 3, 8
O=C(Nc1ccc(F)cc1)C(c1ccccc1)N1CCN(CC(=O)N2CCOCC2)CC1 (configuration not stated)
    -0.4, -1.9, -2, i, -9, ., -1.9, ., 7, 10
Cc1cc(C(F)F)nn1CC(=O)N1CCSCC1
    ., 0.3, 1, i, 9, 1, 0.5, 18, -21, -3
CC(C)(C)C(=O)OCCNc1nc(-c2ccccc2)nc2ccccc12
    ., -0.9, -2, -0.3, 18, 4, 1.0, 1, -58, 5
CCOc1ccccc1N(CC(=O)Nc1cccnc1)S(=O)(=O)c1ccc(C)cc1
    0.9, -0.3, 0, -0.4, 20, -3, -0.1, 16, -8, 8
O=C(Nc1cc([N+](=O)[O-])ccc1N1CCCC1)c1ccco1
    1.1, -0.9, -6, -0.8, -4, 4, 5.3, 24, -4, 18
CC(C)NS(=O)(=O)c1ccc(OCC(=O)N2CCCC2)c(Cl)c1
    ., 0.2, -3, -0.4, 6, 6, 0.1, 19, -9, 6
Cc1ccnc(NC(=O)c2ccc(COc3ccc(Cl)cc3)o2)c1
    ., ., ., 0.4, 8, 4, 4.7, 19, -18, 12
Cc1cccc(C)c1CC(=O)N1CCOCC1
    0.9, -2.7, -6, i, 3, -1, -0.5, 22, -8, -13
Cc1oc(-c2ccccc2F)nc1CN1CCC(C(=O)NC2CCCc3ccccc32)CC1 (configuration not stated)
    ., -2.6, 4, ., 7, 5, 1.3, 21, -10, -4
CCOc1ccc(CCNC(=O)COC(=O)c2cccc(OC)c2O)cc1OCC
    5.1, 0.3, 0, ., 3, -7, 0.9, -8, -8, 4
COc1cccc(/C=C/C(=O)OCC(=O)NCc2ccc3c(c2)OCO3)c1
    2.4, 3.3, 4, i, 16, ., -0.8, ., -3, -1
O=C1OCCN1CCN(CN1C(=O)CCC1=O)CN1C(=O)CCC1=O
    ., 0.4, -6, 0.1, -1, -1, 0.4, 19, -1, -9
CCOc1ccccc1N1CCN(C(=O)Nc2ccc(F)c(Cl)c2)CC1
    ., 0.5, -14, -0.3, 11, -2, 3.1, -12, -3, -1
COc1ccc(NS(=O)(=O)c2cccc(C(=O)NNC(=O)COc3ccccc3)c2)cc1
    1.6, 2.7, -4, -1.4, 0, ., -0.5, ., -23, -6

4 entries picked at random from the list so far:
The line under a structure holds: TcdB GH inh, BoNT-A LC inh2, Anthrax LF inh2, Vc quorum ag, Y pestis TopoI, SARS 3CLpro inh, PfHsp40 rescue, VHR inh abs, PriA SSB inh, CCHF vOTU inh
CC(C)NS(=O)(=O)c1ccc(OCC(=O)N2CCCC2)c(Cl)c1
    ., 0.2, -3, -0.4, 6, 6, 0.1, 19, -9, 6
COc1cccc(/C=C/C(=O)OCC(=O)NCc2ccc3c(c2)OCO3)c1
    2.4, 3.3, 4, i, 16, ., -0.8, ., -3, -1
COCC(=O)n1nc(-c2ccc(C)cc2)nc1NCc1ccc(F)cc1
    2.1, -0.4, -5, i, -8, 4, -0.9, 22, -5, -6
CC(Oc1ccc(Br)cc1)C(=O)Nc1cc(S(=O)(=O)N2CCOCC2)ccc1N1CCCC1 (configuration not stated)
    1.7, ., ., -0.3, 35, ., -0.2, ., -20, 3

Some of the compounds tested; count on the stated rates, not on these rows.
